Source: PubChem BioAssay (Sanford-Burnham Center for Chemical Genomics)
CXCR6 inh – inhibitors of human CXCR6 receptor | O00574 | CHO-K1 PathHunter CXCR6 beta-arrestin, luminescence | inhibition, % at 20 µM | actives 0.36% (n = 360,000) | AID 602244; in the data active means inhibition above about 34%, passing the limit was not always enough;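 further: antagonist mode with CXCL16 agonist at 10 nM final; 0% = 10 nM CXCL16 with DMSO and 100% = unstimulated wells without agonist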
TIM10 inh – growth inhibitors of TIM10 yeast strain; S. cerevisiae TIM10 strain growth, BacTiter-Glo luminescence, 24 h; inhibition, % at 10 µM; actives 1.4% (n = 330,000); AID 463195;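 active means inhibition of 40% or more at the single tested concentration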;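 further: wild-type TIM10 isogenic control strain grown at permissive 25 °C; 0% = DMSO yeast wells and 100% = minimal medium wells without yeast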
APJ antagonist – antagonists of human APJ apelin receptor. P35414. CHO-K1 APJ beta-arrestin complementation, luminescence. actives 0.32% (n = 330,000). inhibition, % at 20 µM;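 active means inhibition above about 40% at 20 µM, limit read from the data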;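 further: cells challenged with 10 nM apelin-13 agonist together with compound; plate controls were apelin-13 plus DMSO wells for no effect and DMSO wells lacking apelin-13 for full effect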
UPR CHOP act – activators of apoptotic arm of unfolded protein response (CHOP); actives 0.34% (n = 330,000); activation, % at 10 µM; CHO-CHOP luciferase reporter, UPR activation, luminescence; percent of tunicamycin response over DMSO baseline; AID 449763;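 active means at 10 µM dose, activation of 40% or more, normalized to positive control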;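 further: 100% = tunicamycin at 10 µg/mL and 0% = DMSO alone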
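Dosing – one dose, 10 µM in 0.5% DMSO · System – CHO-CHOP cells, stable luciferase reporter of PERK-eIF2a-CHOP signalling · Input – 500 cells/well · Control set – tunicamycin 10 µg/mL final as positive, DMSO-only wells as negative · Timing – 6 h compound treatment, 37 °C · Measure – % activation vs tunicamycin · Technique – luminescence read with Steady-Glo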
APJ agonist – activates the human apelin receptor APJ. P35414. CHO-K1 APJ PathHunter beta-arrestin, luminescence; 0% DMSO wells, 100% apelin. activation, % at 20 µM. actives 0.11% (n = 330,000). AID 2520;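 active means activation more than six SD over the plate average, tested at 20 µM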;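 further: 0% = DMSO alone and 100% = apelin-13 at 10 nM; some results filed as inactive read as strong as hits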
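Assay system: engineered CHO-K1 APJ arrestin reporter cells; Amount: 1000 CHO-K1 reporter cells seeded per well; Dosing: one dose, 20 µM compound, 1% DMSO; Times: compound stimulation 90 min at 25 °C, detection 60 min; Measured by: luminescent beta-gal fragment complementation, chemiluminescent substrate; Read-out: APJ–arrestin association signal; Controls: DMSO vs Apelin-13 10 nM.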
Mdm2-MdmX inh – human Mdm2/MdmX binding inhibition | O15151+Q00987 | SaOS-2 split-luciferase Mdm2/MdmX complementation, luminescence | inhibition, % at 8 µM | actives 3% (n = 330,000);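 active means inhibition of at least 50% at 8 µM in the primary screen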
Target sequence (O15151 whole entry, looked up): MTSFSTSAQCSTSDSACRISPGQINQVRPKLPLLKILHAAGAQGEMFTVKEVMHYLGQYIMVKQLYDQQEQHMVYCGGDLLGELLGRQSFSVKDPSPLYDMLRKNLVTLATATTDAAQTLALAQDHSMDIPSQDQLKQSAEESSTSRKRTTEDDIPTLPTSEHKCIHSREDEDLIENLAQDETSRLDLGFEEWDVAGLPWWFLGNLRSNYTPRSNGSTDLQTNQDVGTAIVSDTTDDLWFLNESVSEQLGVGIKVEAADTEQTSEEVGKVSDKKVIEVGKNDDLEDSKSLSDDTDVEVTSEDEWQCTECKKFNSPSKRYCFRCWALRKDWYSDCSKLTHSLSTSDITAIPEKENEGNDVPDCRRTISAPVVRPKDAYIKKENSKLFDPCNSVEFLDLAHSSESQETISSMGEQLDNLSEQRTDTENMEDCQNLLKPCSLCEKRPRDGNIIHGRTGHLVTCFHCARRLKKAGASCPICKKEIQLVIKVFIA
Target sequence (Q00987 whole entry, looked up): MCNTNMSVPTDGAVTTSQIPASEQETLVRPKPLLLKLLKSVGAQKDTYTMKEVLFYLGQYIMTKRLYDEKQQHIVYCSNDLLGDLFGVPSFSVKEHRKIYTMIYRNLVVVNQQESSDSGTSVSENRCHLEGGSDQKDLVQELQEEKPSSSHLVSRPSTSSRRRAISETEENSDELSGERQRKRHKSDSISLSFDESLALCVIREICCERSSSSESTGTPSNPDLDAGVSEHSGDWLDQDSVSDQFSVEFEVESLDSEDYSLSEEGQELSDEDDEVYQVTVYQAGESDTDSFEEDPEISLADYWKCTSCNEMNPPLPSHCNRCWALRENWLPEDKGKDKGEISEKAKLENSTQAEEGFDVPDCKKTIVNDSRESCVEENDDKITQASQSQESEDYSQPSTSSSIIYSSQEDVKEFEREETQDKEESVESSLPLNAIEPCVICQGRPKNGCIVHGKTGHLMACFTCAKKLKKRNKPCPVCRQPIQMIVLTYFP
tim10-1 inh – growth inhibitors of tim10-1 mutant yeast; S. cerevisiae tim10-1 ts strain growth, BacTiter-Glo, 24 h; inhibition, % at 20 µM; actives 2.2% (n = 330,000); AID 463190;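 active means inhibition of at least 40%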;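 further: mutant grown at 25 °C; 0% = DMSO wells with yeast and 100% = wells holding no yeast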
tim23-1 inh – growth inhibitors of tim23-1 mutant yeast. S. cerevisiae tim23-1 growth, BacTiter-Glo luminescence, 24 h. inhibition, % at 20 µM. actives 1.3% (n = 330,000);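 active means growth inhibition of the mutant yeast at or above 50%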;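 further: temperature-sensitive mutant grown at 25 °C; plate controls were DMSO-treated mutant yeast for no effect and medium wells lacking yeast for full effect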
UPR XBP1 act – adaptive UPR (XBP1) activation; CHO-XBP1 luciferase reporter, IRE1-XBP1 UPR activation, luminescence; percent of tunicamycin response, DMSO as zero; activation, % at 20 µM; actives 0.33% (n = 330,000);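 active means versus positive control, 20 µM dose yields 30% or more activation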;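 further: 100% = tunicamycin at 10 µg/mL and 0% = DMSO only wells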
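Assay system: IRE1-XBP1 luciferase reporter CHO line. Input: 1000 cells/well. Buffer or medium: F12 with 10% serum. Doses: 20 µM, 1% DMSO. Times: overnight seeding at 37 °C, 6 h compound treatment at 37 °C. Technique: Steady-Glo luciferase glow luminescence, 10 min after reagent addition.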
* hit, by the source's call; x = not tested or not shown; & = joins results of further samples; ! = repeats disagree. This is a subset, so the mix of outcomes need not match the whole.

SMILES	CXCR6 inh	TIM10 inh	APJ antagonist	UPR CHOP act	APJ agonist	Mdm2-MdmX inh	tim10-1 inh	tim23-1 inh	UPR XBP1 act
CCCCn1c(SCC(=O)Nc2ccc(NC(C)=O)cc2)nc2ccccc2c1=O	2.0	2.9	-8.2	1.4	-1.0	37.5	9.0	13.3	-4.6
O=c1cc(-c2ccccc2)[nH]c2[nH]n(-c3ccccc3)c(=O)c12	-0.6	16.7	-6.2	0.3	0.0	10.2	3.4	12.6	-1.8
COc1ccc(S(=O)(=O)N2CCCCC2)cc1NC(=S)Nc1cccc(Cl)c1C	4.3	8.2	-1.9	0.5	-1.1	31.2	6.2	9.0	-0.8
CN(C)C=NC(=O)c1[nH]c2ccc(Cl)cc2c1-c1ccccc1	-7.6	-54.1	0.6	9.7	8.5	79.8*	29.3	45.1	5.2
Clc1cccc(-c2nc(NCC3CCCO3)c3ccccc3n2)c1 (stereo unspecified)	3.7	26.8	-1.9	0.3	-2.2	20.0	17.9	28.9	-2.4
O=C(NC1CCCCCC1)c1ccc2nc3cc(Cl)ccc3c(=O)n2c1	4.5	-2.2	3.6	2.2	-0.1	5.9	8.8	-7.9	-0.6
O=C(Nc1ccccc1)c1ccc2nc(-c3ccco3)c(-c3ccco3)nc2c1	8.8	-8.4	-7.2	1.4	-2.1	12.9	-20.7	-13.2	0.5
CC1Sc2ccc(C(=O)Nc3cc(S(C)(=O)=O)ccc3Cl)cc2NC1=O (stereo unspecified)	-12.1	-1.1	-0.2	2.7	-3.3	24.4	-4.9	-17.4	0.6
N#C/C(=C\c1ccc(OC(=O)c2ccc(Cl)s2)cc1)c1nc2ccccc2[nH]1	2.5	28.8	1.8	9.5	0.3	-46.8	8.5	-0.9	17.8
COc1ccc(/C(O)=C2/C(=O)C(=O)N(CC3CCCO3)C2c2ccc(O)c(OC)c2)cc1 (stereo unspecified)	1.9	-5.0	-0.1	-0.5	-0.5	21.0	-4.5	-7.3	-2.4
CN(C(=O)COC(=O)c1ccc(Cl)c(S(=O)(=O)N2CCCCCC2)c1)C1CCS(=O)(=O)C1 (stereo unspecified)	-5.5	-0.9	4.9	0.7	-1.9	9.6	-12.8	-14.4	-2.5
CC(OC(=O)C1CCN(S(=O)(=O)c2ccc(Cl)cc2)CC1)C(=O)N1CCc2ccccc21 (stereo unspecified)	2.6	6.0	2.1	-1.8	-0.1	17.0	25.4	16.7	-3.7
CCn1c(SCC(=O)N2CCCC(C)C2)nc2c1c(=O)n(C)c(=O)n2C (stereo unspecified)	2.5	-5.8	-3.6	-0.4	-2.8	5.5	14.5	12.5	-1.6
COc1cc(N=c2ssnc2Cl)c(OC)cc1Cl	19.1&27.4	13.2&31.1	15.5&8.8	3.4&6.8	-1.4&-2.4	11.1&17.7	41.7*!	44.5&32.0	-0.9&-1.5
COc1ccc(C(=O)N=c2sc3ccccc3n2C)cc1	-9.2	13.1	13.8	2.4	-2.5	-269.2	-1.4	-1.2	-1.2
COc1cccc(OC)c1C(=O)OCC(=O)N(c1ccccc1)C1CCCCC1	3.8	4.7	-13.9	-1.7	-2.7	9.2	8.3	32.4	-0.9
CCC(Sc1nc(=O)cc(N)n1-c1ccccc1)C(=O)Nc1cc(C)on1 (stereo unspecified)	-1.7	-10.0	-6.7	-1.7	1.1	17.4	2.5	-6.3	-0.4
COc1ccccc1C(=O)C1CCCN(Cc2ccc3c(c2)OCCO3)C1 (stereo unspecified)	8.3	8.4	8.4	-0.3	-4.8	-15.1	-2.4	15.4	-0.6
COc1ccc(CNc2nnnn2C)cc1	1.1	-5.2	6.7	4.7	-3.8	-2.2	6.1	9.6	-2.3
C=CCNC(=O)c1sc(SC)cc1-c1ccc(Cl)cc1	6.9	1.1	4.4	0.2	0.7	0.9	20.6	28.6	-1.0

Structures shown so far that contain a thiophene ring, fused or not, in the order listed:
SMILES	CXCR6 inh	TIM10 inh	APJ antagonist	UPR CHOP act	APJ agonist	Mdm2-MdmX inh	tim10-1 inh	tim23-1 inh	UPR XBP1 act
N#C/C(=C\c1ccc(OC(=O)c2ccc(Cl)s2)cc1)c1nc2ccccc2[nH]1	2.5	28.8	1.8	9.5	0.3	-46.8	8.5	-0.9	17.8
C=CCNC(=O)c1sc(SC)cc1-c1ccc(Cl)cc1	6.9	1.1	4.4	0.2	0.7	0.9	20.6	28.6	-1.0

Next part
SMILES	CXCR6 inh	TIM10 inh	APJ antagonist	UPR CHOP act	APJ agonist	Mdm2-MdmX inh	tim10-1 inh	tim23-1 inh	UPR XBP1 act
CC(=O)c1ccc(OCCCC(=O)Nc2ccc3c(c2)OCCO3)cc1	3.1	6.5	-9.1	-4.9	-0.6	-11.9	2.4	13.4	-4.4
O=C(O)CCC(=O)Nc1ccc(Cc2ccc(NC(=O)CCC(=O)O)cc2)cc1	0.5	-3.0	4.5	-0.3	-0.3	-4.0	1.3	11.9	-0.6
Nc1ccc(Cl)cc1/C(=N/O)c1ccccc1	-0.4	31.4	5.8	0.4	1.7	-2.5	28.8	11.2	-3.6
O=C(COC(=O)c1ccc(CO)cc1)Nc1ccc2ccccc2c1	1.4	-23.0	8.5	0.7	0.1	21.5	-11.2	11.0	0.1
O=C(CNC(=O)c1ccc(Cl)cc1)c1ccc(Br)cc1	-11.8	-14.8	4.0	-0.2	-4.4	0.1	-4.4	13.3	3.0
CCC1(COC(NC(=O)c2cccnc2)(C(F)(F)F)C(F)(F)F)COC1	-8.7	8.4	21.2	1.5	4.9	2.1	14.3	10.6	-0.7
Cc1c(C(=O)NCc2ccco2)cccc1[N+](=O)[O-]	5.3	-2.2	-0.6	1.9	-0.2	3.3	7.4	12.3	-0.5
Cc1ccc(CNC(=O)COC(=O)c2cnccn2)cc1	-2.1	-14.3	25.3	-1.7	-3.5	-2.9	-2.0	-6.3	-3.0
Cc1ccc(NC(=O)c2ncn(CC(=O)N[C@H](CO)Cc3c[nH]c4ccccc34)n2)cc1C	-0.5	-13.3	x	1.7	x	15.6	-7.7	11.5	1.2
O=C(CCNS(=O)(=O)c1ccc(Cl)cc1)NCc1cccs1	-1.4	-8.6	-5.7	0.6	-0.8	-8.7	1.6	0.5	1.0
COc1cc(C(=O)NC(=S)Nc2ccc([N+](=O)[O-])cc2)cc(OC)c1OC	16.0	-1.2	41.4*	-0.4	-7.0	-3.4	21.1	-14.6	0.5
CC(C)(C)c1ccc(OCC(=O)Nc2ccc(C(=O)Nc3ccccc3C(=O)O)cc2)cc1	-2.6	18.4	-6.4	1.8	-2.8	8.7	-0.6	15.9	-3.7
COc1ccc(-c2nc(NC(=O)Cn3c(=O)oc4ccccc43)sc2C)cc1	-0.6	11.6	-7.6	-3.0	0.3	11.5	-14.0	-10.9	3.2
COc1cc(OC)cc(C(=O)OCC(=O)NC(C)CCc2ccccc2)c1 (stereo unspecified)	-4.6	-12.7	4.0	1.2	-1.6	0.3	5.3	3.0	-3.3
O=C(Nc1cccc(Cl)c1)Nc1nnc(CSCCOc2ccc(Cl)cc2)s1	-7.0	-0.3	-2.4	23.0	7.5	98.7*	16.8	-6.4	12.1
CCN1C(=O)C(CC(=O)Nc2ccc(F)cc2)N(Cc2ccco2)C1=S (stereo unspecified)	-2.6	-7.2	5.5	-2.0	-1.4	15.8	27.9	6.5	-0.1
N=C(N)c1ccc(/C=C/c2ccc(C(=N)N)cc2O)cc1	1.3	-21.8	10.0	-1.1	-1.4	1.8	55.9*	38.4	-4.9
O=c1[nH]n2c(C(F)(F)F)cc(C3CC3)nc2c1N=Nc1ccccc1	-1.3	-35.6	11.2	-1.7	-2.1	30.0	-13.3	-7.5	0.6
COc1ccc(C)cc1NC(=O)C(Sc1nnc(Nc2cc(C)ccc2OC)s1)c1ccccc1 (stereo unspecified)	-5.6	20.8	5.7	-1.4	-1.5	42.6	12.5	24.9	-4.5
Nc1ccc(N2CCN(c3ccc(F)cc3)CC2)cc1	1.7	12.7	-13.5	-0.6	-1.7	-2.0	4.7	-6.6	1.7
O=C(c1ccc(NS(=O)(=O)c2cccc([N+](=O)[O-])c2)cc1)N1CCN(C(=O)c2ccco2)CC1	-6.1	9.0	4.4	-0.2	-2.2	28.4	-8.3	-0.7	-0.6
Cc1c(S(=O)(=O)NC2CCCCC2)c(=O)n(C)c(=O)n1C	1.8	6.2	5.3	-1.2	-2.5	12.5	19.6	10.1	-0.8
CN(Cc1ccccc1)Cc1c[nH]c2ccccc12	4.1	-0.1	1.4	-3.2	1.3	22.0	19.6	19.9	-2.9
COc1ncccc1-c1nnn(-c2ccc(F)cc2)n1	1.3	-8.9	17.6	4.2	0.7	-96.9	-10.2	15.0	2.0
COc1ccc(NC(=O)COc2ccc(C(=O)NC3CCCc4ccccc43)cc2OC)cc1 (stereo unspecified)	-1.8	-51.9	10.0	-1.2	-6.9	16.3	10.5	-14.2	-1.5
COc1ccc(N(C(=O)Cn2nnc(-c3ccc(Cl)cc3)n2)C(C(=O)NCC2CCCO2)c2ccncc2)cc1 (stereo unspecified)	4.6	11.3	1.1	2.2	-2.1	-5.3	3.2	6.0	-1.2
N#Cc1ccccc1COC(=O)c1cc(=O)c2ccccc2o1	3.3	4.3	8.3	1.9	-0.4	-11.4	29.0	16.9	8.6
CCN(CC)Cc1c(C(=O)N/N=C/c2cccs2)nnn1-c1nonc1N	3.5	5.2	-11.2	1.8	-3.0	-5.7	2.0	-0.6	2.3
COc1ccccc1C(=O)NNC(=O)c1ccc(C)cc1	12.4	10.5	-2.5	2.1	2.0	-3.6	12.4	20.1	-1.5
COc1ccc(C(=O)Nc2ccc(NC(=O)c3ccccc3F)cn2)cc1	-1.9	-26.8	18.4	-0.2	-3.5	28.1	-39.8	-8.5	-5.8
Cc1ccc(N2C(=O)/C(=C/c3ccco3)SC2=S)cc1	6.9	-8.6	8.0	4.8	-3.2	13.5	9.3	-27.0	0.7
Cc1cc(C(=O)N/N=C/c2cccnc2)c(C)o1	-7.6	-8.3	-19.3	4.0	-1.8	18.7	-5.9	10.1	0.6
Cc1ccc(Cc2c[nH]c(=S)s2)cc1	-4.9	7.5	19.0	-0.7	-4.4	25.9	-9.8	37.5	-0.4
O=C(CSc1nnc(Cc2cccs2)n1Cc1ccco1)Nc1ccc(Cl)cc1Cl	-5.7	-6.7	-1.7	-1.8	-4.6	-2.2	38.7	39.3	-0.7
O=C(Cn1c(=O)c2c(ncn2Cc2ccccc2)n(Cc2ccccc2)c1=O)NC1CC1	1.3	-3.0	-7.6	0.5	-3.9	-30.1	7.2	-4.4	0.5
O=C1C(Cl)=C(NCC2CCCO2)C(=O)N1c1ccccc1 (stereo unspecified)	-3.2	-4.8	2.0	-2.5	-2.3	15.9	-8.9	-3.5	-2.1
CSc1cccc(NC(=O)CCn2c(=O)c3cccn3c3cccnc32)c1	-6.5	21.8	0.1	1.5	3.9	-3.0	13.8	16.5	-1.6
